# BLM helicase inh: inhibitors of human Bloom syndrome helicase BLM | P54132 | Potency, µM (titrated, usually from 56.1 µM), for the others: at the highest dose activity change, negative = inhibition, actives largely listed as inhibitors | recombinant BLM DNA unwinding, fluorescence dequenching | actives 0.2% (n = 350,000);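 note: potency is the fitted concentration of half-maximal effect; plate controls were vehicle for no effect and no enzyme for full effect; nearly all actives have a fitted effect of over 35% in size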
# POLH inh: blocks human DNA polymerase eta activity | Q9Y253 | recombinant Pol eta, fluorescent DNA replication assay | Potency, µM (doses to about 114 µM), inactives show at the top dose activity change, negative = inhibition, usual class: inhibitors | actives 1.2% (n = 390,000) | AID 588591; note: potency is the fitted concentration of half-maximal effect; % is set by controls: 0 for no effect and ±100 for the full control effect
#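 Pol eta (10 nM) was preincubated with compounds for 15 min at room temperature, after which fluorescent replication substrate (50 nM final) was added to start the reaction. Fluorescence was read kinetically at 0 and 10 min.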
# POLB inh: blocks human DNA polymerase beta activity; actives 1.3% (n = 340,000); AID 485314; P06746; Potency, µM (titrated, usually from 114 µM), without a hit: at the top dose activity change, negative = inhibition, most hits filed as inhibitors; Pol beta primer extension/strand displacement, fluorescence kinetic; note: potency is the fitted concentration of half-maximal effect; % is set by controls: 0 for no effect and ±100 for the full control effect
#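 Pol beta (10 nM) was preincubated with compound for 15 min at room temperature. The reaction was then started with 50 nM substrate and read immediately and after a further 10 min at room temperature.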
# POLI inh: blocks human DNA polymerase iota activity; Potency, µM (top dose mostly 115 µM), for inactives: at the highest dose activity, negative = inhibition, hits mostly inhibitors; Q9UNA4; actives 1% (n = 390,000); Pol iota fluorescent replication assay, 10 min; note: potency is the fitted concentration of half-maximal effect
#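 Fluorescent replication assay read twice, at 0 min and 10 min after adding 50 nM (final) substrate. Enzyme (10 nM) and compounds were first incubated 15 min at room temperature; enzyme-free buffer wells were negative controls.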
# POLK inh: DNA polymerase kappa (human) inhibition; Q9UBT6; purified Pol kappa, fluorescent DNA synthesis assay, 10 min; Potency, µM (doses to about 107 µM), inactives show top-dose activity, negative = inhibition, hits mostly inhibitors; actives 0.53% (n = 400,000); AID 588579; note: potency is the fitted concentration of half-maximal effect; % is set by controls: 0 for no effect and ±100 for the full control effect
#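 Pol kappa 10 nM + cpd, 15 min RT; start w/ substrate 50 nM final; fluorescence kinetic read, 0 and 10 min. Neg ctrl: buffer, no enzyme.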
# RXFP1 antag: antagonists of human relaxin receptor RXFP1; actives 0.59% (n = 350,000); AID 1259400; activity change, negative = inhibition, % at 57.5 µM; HEK293-RXFP1, relaxin-stimulated cAMP HTRF, 30 min; hits give low values;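 active = activity change of -60% or lower, but not beyond a set lower limit; inconclusive = change between -60% and -40%, or beyond the set limit; inactive = change above -40%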; note: % is set by controls: 0 for no effect and ±100 for the full control effect
# APEX1 inh: inhibitors of human APE1 endonuclease | P27695 | recombinant APE1, TAMRA/BHQ-2 abasic DNA cleavage fluorescence | Potency, µM (series often up to 65.8 µM), without a hit: top-dose activity change, negative = inhibition, most hits filed as inhibitors | actives 0.35% (n = 350,000);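 note: potency is the fitted concentration of half-maximal effect; plate controls were vehicle for no effect and reference inhibitor for full effect; nearly all actives have a fitted effect of over 55% in size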
#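 Substrate: short duplex with […] THF abasic site, 5'-TAMRA and 3'-BHQ-2, 50 nM final. APE1 at 0.75 nM, preincubated 15 min RT with compound. Fluorescence increase from first to third read measured activity.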
# Tb PGK inh: blocks T. brucei phosphoglycerate kinase; P07378; PGK/GAPDH coupled, Kinase-Glo luminescence, 60 min; Potency, µM (doses to about 57.5 µM), inactives show at the highest dose activity change, negative = inhibition, usual class: inhibitors; actives 0.043% (n = 380,000); AID 602233; note: potency is the fitted concentration of half-maximal effect; % is set by controls: 0 for no effect and ±100 for the full control effect; nearly all actives have a fitted effect of over 60% in size
#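 Recombinant glycosomal PGK reaction used 1,3-bisphosphoglycerate generated in-well by GAPDH (100nM final) in 100mM TEA pH 7.6, 5mM MgCl2, 0.01% Tween-20. After 60 minutes at room temperature, ATP was read by Kinase-Glo Plus luminescence end-point.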
# Apoferritin bind: binds horse apoferritin like a general anesthetic; P02791; apoferritin/1-aminoanthracene competitive binding, fluorescence; Potency, µM (top dose mostly 77.5 µM), for inactives: at the highest dose activity change, negative = displacement, most hits filed as inhibitors; actives 0.074% (n = 350,000); AID 485281; note: potency is the fitted concentration of half-maximal effect; % is set by controls: 0 for no effect and ±100 for the full control effect; nearly all actives have a fitted effect of over 20% in size
#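 Probe: 1-aminoanthracene (50% saturated, PBS). Protein: horse-spleen apoferritin, 10 uM. Incubation: 10 min, room temperature. Detection: 380 nm excitation, 535 nm emission. Analysis: normalized response, four-parameter Hill.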
# The depositor's hits bear a star; i = inactive; ? = inconclusive; / = not tested or not shown; [ ] = remark or other dose. Unless noted, calls come from the whole dose curve; as a rule, active = well fitted curve in the direction sought with a large enough effect; inconclusive = small, poorly fitted or top-dose-only effect, or another doubt; inactive = no such curve, though single readings can be large; an effect the other way counts as inactive or inconclusive. Not all compounds are listed; rates above refer to the full screens.
SMILES,BLM helicase inh,POLH inh,POLB inh,POLI inh,POLK inh,RXFP1 antag,APEX1 inh,Tb PGK inh,Apoferritin bind
CCC(C)(C)n1nnnc1C(c1ccc(F)cc1)N1CCN(C(=O)c2ccco2)CC1 (stereo not drawn),-1%,-19%,16%,-16%,-12%,10,12%,-3%,-3%
O=C(OC(c1ccc(NS(=O)(=O)c2ccccc2)cc1)(C(F)(F)F)C(F)(F)F)c1ccccc1,-14%,-27%,-8%,109%[activator],-11%,?,?,-4%,-10%
COc1ccc(-c2n[nH]c3c2C(c2ccc(OC)c(OC)c2)N(c2ccccc2)C3=O)cc1 (stereo not drawn),-13%,-12%,-2%,2%,1%,-13,-3%,i,-10%
O=C(c1ccccc1)N1CC(COc2ccccc2)OC(c2ccco2)O1 (stereo not drawn),-5%,-15%,28%,9%,-11%,-6,-3%,-7%,-22%
NS(=O)(=O)c1ccc(NC(=S)NC2CCCC2)cc1,-1%,-9%,-20%,6%,-6%,2,0%,-11%,2%
Cc1cccc(NC(=O)CSc2nsc(SCC(=O)Nc3cccc(C)c3)c2C#N)c1,2%,-18%,0%,?,5%,-4,1%,/,-1%
Cc1ccc(NC(=O)Cc2ccc(-n3cccc3)cc2)c(C)c1,-13%,?,?,?,-5%,-17,1%,-2%,24%
CCOc1ccccc1C(=O)OCC(=O)Nc1ncc(C(F)(F)F)cc1Cl,-2%,3%,?,4%,-1%,26,2%,0%,?
COc1ccc(Oc2ccc(/C=C/C(=O)c3ccc(O)cc3)cc2[N+](=O)[O-])cc1,-11%,?,20%,?,-4%,-64*,1%,-9%,-10%
CNc1cc(=O)n(C)c(=O)n1-c1ccccc1,/,-4%,/,-16%,-4%,6,/,-10%,/
COc1ccc(-c2csc(N(CCCN(C)C)C(=O)c3ccc(C(C)(C)C)cc3)n2)cc1,-1%,-11%,-1%,73%[activator],-8%,-65*,10%,-10%,-10%
COc1ccc(Cn2c(=O)[nH]c3cc(C(=O)N4CCN(c5cc(C)ccc5C)CC4)ccc3c2=O)cc1,-4%,-14%,2%,11%,-15%,/,/,-2%,-12%
Cc1ccc(/C=C/C(=O)Nc2ccc([N+](=O)[O-])c(NC(=O)/C=C/c3ccc(C)o3)c2)o1,-23%,8.9µM*,11µM*,25µM*,28µM*,-11,?,-14%,-18%
COc1ccc(N(C(=O)CNC(=O)c2ccco2)C(C(=O)NC2CCCC2)c2ccco2)cc1 (stereo not drawn),-1%,-7%,39%,95%[activator],-13%,1,8%,9%,3%
Cc1noc(C)c1COC(=O)c1ccc2c(c1)S(=O)(=O)c1ccccc1C2=O,-7%,-15%,8%,8%,-13%,-2,13%,-2%,-14%
Cc1ccc(N(C(=O)c2snc(C(N)=O)c2N)C(CC(C)C)C(=O)NC2CCCC2)cc1 (stereo not drawn),-5%,-8%,3%,-4%,3%,-15,16%,-9%,1%
Cc1ccccc1OCCn1c(-c2ccc(Cl)cc2)nc2ccccc2c1=O,-2%,-8%,1%,12%,0%,-2,/,0%,-3%
C=CCn1c(SCC(=O)Nc2nnc(C)s2)nnc1-c1cccnc1,0%,-9%,-1%,63%[activator],-13%,-17,8%,-2%,-11%
Cc1cccc(C(=O)N[C@H](C(=O)OCC(=O)NC(=O)c2cccn2C)C(C)C)c1,-3%,-11%,-1%,47%[activator],-5%,7,-3%,-7%,-3%
Cc1ccccc1Cn1c(=O)n(C)c(=O)c2sccc21,-2%,-9%,-1%,70%[activator],-4%,11,21%,-4%,?
COc1ccc(NC(=O)CN2C(=O)C(C)SC(C)C2=O)cc1 (stereo not drawn),1%,-7%,-1%,9%,-6%,-13,3%,i,4%
C/C(CC(=O)Nc1ccc([N+](=O)[O-])cc1)=N/NC(=O)C1CC12CCC2 (stereo not drawn),-5%,-17%,7%,99%[activator],-11%,-12,6%,-1%,-17%
CC(NC(=O)C(Cc1ccccc1)N1C(=O)C2C3CCC(C3)C2C1=O)c1ccccc1 (stereo not drawn),1%,-1%,2%,10%,-14%,-3,-2%,1%,-14%
Cc1ccc(Cl)cc1OCC(=O)NCCOC(=O)Nc1sc(=S)n(C)c1C,5%,-12%,36%,21%,-16%,6,15%,-9%,9%
Cc1nn2c(N3CCOCC3)cc(C(C)(C)C)nc2c1-c1ccc(Cl)cc1,-2%,-5%,4%,31%[activator],3%,2,1%,-2%,30%[activator]

# Other entries follow.
SMILES,BLM helicase inh,POLH inh,POLB inh,POLI inh,POLK inh,RXFP1 antag,APEX1 inh,Tb PGK inh,Apoferritin bind
CC(C)(C)[C@H]1COC(=O)[C@@H](Cc2ccc(F)cc2)C/C=C\C[C@@H](CC(=O)N[C@@H](CO)Cc2ccccc2)C(=O)N1,/,-18%,/,30%,12%,/,46%[activator],0%,/
Cc1ccc(CN2CCNC(=O)C2CC(=O)NCC(F)(F)F)o1 (stereo not drawn),0%,-14%,44%[activator],-15%,-6%,7,15%,i,0%
O=C1CCCN1CCCNS(=O)(=O)c1ccc(F)c(F)c1,-2%,-4%,16%,24%,-11%,2,33%,-3%,-9%
COc1ccc(C(=O)N2CCc3cc4c(cc3C2C)OCCCO4)cc1 (stereo not drawn),-4%,-2%,32%,-1%,4%,/,4%,-4%,-7%
Cc1c(C(c2ccc(Br)cc2)c2c(C)n(C)n(-c3ccccc3)c2=O)c(=O)n(-c2ccccc2)n1C,-5%,-15%,-4%,103%[activator],-5%,-13,49%[activator],0%,-13%
COC(=O)NN=C1CCC(c2ccccc2)CC1 (stereo not drawn),-3%,-3%,11%,23%,-3%,-10,21%,8%,-8%
Cc1noc(C)c1COC(=O)c1ccc(F)c(S(=O)(=O)N2CCOCC2)c1,/,-20%,/,35%[activator],-1%,-3,-9%,-9%,/
O=C(CN1C(=O)NC2(CCOc3ccccc32)C1=O)c1ccc(F)cc1 (stereo not drawn),/,-13%,/,120%[activator],-12%,-2,-10%,1%,/
Nc1nc(-c2cccnc2)nc2sc3c(c12)CCCC3,-1%,4%,-3%,7%,-6%,15,-10%,-12%,-10%
CC(C)(C)NC(=O)C(c1ccco1)N(Cc1ccc2c(c1)OCO2)C(=O)Cn1nnc2ccccc21 (stereo not drawn),-8%,-15%,2%,44%[activator],4%,-11,-6%,/,?
O=C(CN1CCN(Cc2ccccc2)CC1)N1CCCc2ccccc21,-2%,5%,7%,-13%,-1%,5,-8%,/,-9%
CCOC(=O)N1CCN(C(=O)CNC(=O)c2nn(-c3ccc(OC)c(OC)c3)c(=O)c3ccccc23)CC1,-5%,-5%,11%,117%[activator],-19%,5,-8%,2%,-5%
Cc1cccc(OCc2nnc(SCC(=O)N3CCN(C(=O)c4ccco4)CC3)n2C)c1C,-15%,0%,11%,10%,-2%,16,3%,5%,-16%
Cc1ccccc1-n1nnnc1SCC(=O)NCC1(N2CCOCC2)CCCCC1,/,-17%,/,30%[activator],-6%,8,6%,-6%,/
Cc1cc(C)n2nc(SCc3cc(=O)oc4cc(O)ccc34)nc2n1,?,/,13µM*,/,/,/,?,/,-7%
CCC(=O)N1CCc2cc(Br)cc(S(=O)(=O)N3CCCC(C(=O)Nc4cccc(Cl)c4C)C3)c21 (stereo not drawn),-3%,-13%,7%,6%,10%,/,/,0%,-8%
O=C(O)CSc1nc2ccc(Cl)cc2[nH]1,0%,-18%,-1%,?,-7%,-1,-1%,-12%,-9%
CC(Oc1ccc(Br)cc1)C(=O)Nn1c(=S)[nH]c2ncccc2c1=O (stereo not drawn),3%,/,3%,/,/,/,-2%,/,2%
COc1ccc(/C=N/NC(=O)CNC(=O)COc2ccccc2)cc1,2%,-5%,12%,2%,-15%,-1,18%,-2%,-19%
Cc1nnc(SCCN2CCOCC2)n1-c1cccc(Cl)c1,0%,-2%,-22%,1%,-4%,0,0%,i,-15%
COc1ccc(/C=C/c2ccccc2)cc1[C@H]1[C@H]2C=CC[C@@H](C)[C@@H]2C(=O)N1Cc1ccccc1,-9%,-9%,-19%,32%,7%,/,-1%,i,-5%
CCn1cnc2cc(NCc3nc4ccccc4n3Cc3ccccc3)ccc21,0%,-11%,5%,-10%,-6%,-9,-1%,-2%,-7%
O=C(Nc1ccon1)c1ccccc1F,0%,-23%,-23%,37%[activator],-15%,-13,-3%,1%,-12%

# Given with two lines to a compound: part of the list above.
# Results follow in this order: BLM helicase inh | POLH inh | POLB inh | POLI inh | POLK inh | RXFP1 antag | APEX1 inh | Tb PGK inh | Apoferritin bind
CC(C)(C)[C@H]1COC(=O)[C@@H](Cc2ccc(F)cc2)C/C=C\C[C@@H](CC(=O)N[C@@H](CO)Cc2ccccc2)C(=O)N1
    / | -18% | / | 30% | 12% | / | 46%[activator] | 0% | /
Cc1ccc(CN2CCNC(=O)C2CC(=O)NCC(F)(F)F)o1 (stereo not drawn)
    0% | -14% | 44%[activator] | -15% | -6% | 7 | 15% | i | 0%
O=C1CCCN1CCCNS(=O)(=O)c1ccc(F)c(F)c1
    -2% | -4% | 16% | 24% | -11% | 2 | 33% | -3% | -9%
COc1ccc(C(=O)N2CCc3cc4c(cc3C2C)OCCCO4)cc1 (stereo not drawn)
    -4% | -2% | 32% | -1% | 4% | / | 4% | -4% | -7%
Cc1c(C(c2ccc(Br)cc2)c2c(C)n(C)n(-c3ccccc3)c2=O)c(=O)n(-c2ccccc2)n1C
    -5% | -15% | -4% | 103%[activator] | -5% | -13 | 49%[activator] | 0% | -13%
COC(=O)NN=C1CCC(c2ccccc2)CC1 (stereo not drawn)
    -3% | -3% | 11% | 23% | -3% | -10 | 21% | 8% | -8%
Cc1noc(C)c1COC(=O)c1ccc(F)c(S(=O)(=O)N2CCOCC2)c1
    / | -20% | / | 35%[activator] | -1% | -3 | -9% | -9% | /
O=C(CN1C(=O)NC2(CCOc3ccccc32)C1=O)c1ccc(F)cc1 (stereo not drawn)
    / | -13% | / | 120%[activator] | -12% | -2 | -10% | 1% | /
Nc1nc(-c2cccnc2)nc2sc3c(c12)CCCC3
    -1% | 4% | -3% | 7% | -6% | 15 | -10% | -12% | -10%

# High-throughput results (PubChem)
